DAT uptake mod: modulates human dopamine transporter uptake under cocaine | Q01959 | LLC-PK1 hDAT cells, [14C]-dopamine uptake with cocaine IC80; actives deviate in either direction | B-score at 10 µM | 110,000 compounds, 1.3% hits | AID 449768;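 active = Z score or B-score, a plate-position-corrected score, falls beyond the plate's 99.7% confidence bounds, in either direction; inactive = both scores lie inside the 99.7% bounds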;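 also: scored against the spread of the other compound wells on the same plate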
Target sequence (Q01959 whole entry, looked up): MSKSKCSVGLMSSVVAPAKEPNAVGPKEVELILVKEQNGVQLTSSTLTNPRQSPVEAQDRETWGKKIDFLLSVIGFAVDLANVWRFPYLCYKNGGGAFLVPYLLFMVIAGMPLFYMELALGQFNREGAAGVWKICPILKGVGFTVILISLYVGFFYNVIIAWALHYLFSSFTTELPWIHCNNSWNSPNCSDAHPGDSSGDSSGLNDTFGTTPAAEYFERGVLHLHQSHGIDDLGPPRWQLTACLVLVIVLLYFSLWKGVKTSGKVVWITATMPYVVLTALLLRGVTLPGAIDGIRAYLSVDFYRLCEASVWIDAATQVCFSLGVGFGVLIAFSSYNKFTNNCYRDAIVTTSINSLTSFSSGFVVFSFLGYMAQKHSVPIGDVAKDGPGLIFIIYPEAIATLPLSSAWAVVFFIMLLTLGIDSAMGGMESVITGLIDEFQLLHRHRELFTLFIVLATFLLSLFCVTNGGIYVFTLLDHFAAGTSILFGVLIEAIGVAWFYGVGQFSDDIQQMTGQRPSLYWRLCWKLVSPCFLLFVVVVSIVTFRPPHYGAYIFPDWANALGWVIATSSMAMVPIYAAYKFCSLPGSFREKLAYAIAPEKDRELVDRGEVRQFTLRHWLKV
F-actin modifier: modifiers of cytoskeleton assembly; HUVEC TNFa F-actin phalloidin imaging, high content; inhibition, % at 2 µM; 91,000 compounds, 0.18% hits;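 active = inhibition above the batch mean plus 3 SD and confirmed as a hit by visual image inspection, cut at about 30% in these data, passing the limit was not always enough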; also: strong numbers were not always called active
IL1B cytotox: HUVEC cytotoxicity counter-screen, IL-1B stimulated | cell count reduction, % at 2 µM | HUVEC cell count loss, Hoechst imaging | 94,000 compounds, 0.41% hits;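 active = cell count reduction more than 3 SD above the screen-wide mean, cut at about 70% in these data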;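 also: normalized per plate to untreated control cells as the no-loss baseline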
PTPN22 inh 2: inhibitors of human LYP (PTPN22) phosphatase; recombinant LYP catalytic domain, DiFMUP fluorescence; inhibition, % at 2 µM; 96,000 compounds, 0.21% hits; Q9Y2R2;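 active = inhibition at 2 µM at or above a set limit, the screen mean plus 3 SD, cut at about 24% in these data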;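 also: 0% = DMSO with enzyme and 100% = enzyme fully blocked by orthovanadate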
VCAM1 TNFa inh: reduces TNF alpha induced VCAM1 expression in HUVEC | HUVEC TNFa-induced VCAM-1 immunofluorescence, high-content imaging | inhibition, % at 2 µM | 95,000 compounds, 0.48% hits | AID 802;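 active = inhibition above the batch mean plus 3 SD, with images confirmed as a hit by eye, cut at about 37% in these data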;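 also: 0% = TNF-stimulated DMSO wells and 100% = unstimulated control wells; not every result past the cut was called active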
MT1-MMP txn act: activates MT1-MMP transcription; HT1080 MT1-MMP promoter luciferase reporter, luminescence, overnight; stronger effect = higher value; activation factor at 10 µM; 86,000 compounds, 0.16% hits; AID 750;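 active = activation factor of at least 2 for MT1-MMP transcription at 10 µM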
HUVEC tox TNFa: toxic to HUVEC cells under TNF alpha stimulation | HUVEC TNFalpha-stimulated, Hoechst cell count, imaging | 93,000 compounds, 0.17% hits | AID 848 | cell count reduction, % at 2 µM;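 active = cell count reduction exceeding the screen mean by over 5 SD, scaled to untreated wells per plate, cut at about 78% in these data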;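 also: cells counted after 24 h of TNF alpha exposure following the 1 h pretreatment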
Smad3 inh: inhibitors of human Smad3 transcription factor binding; 88,000 compounds, 0.29% hits; P84022; TR-FRET Smad3/Dy647-FoxH1 peptide binding, europium anti-His; inhibition, % at 25 µM; AID 630;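 active = compounds that reduce the energy-transfer binding signal between the protein and its labelled peptide by more than half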;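 also: 0% = Smad3 plus labelled peptide maximal FRET and 100% = peptide-only background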
Target sequence (P84022 whole entry, looked up): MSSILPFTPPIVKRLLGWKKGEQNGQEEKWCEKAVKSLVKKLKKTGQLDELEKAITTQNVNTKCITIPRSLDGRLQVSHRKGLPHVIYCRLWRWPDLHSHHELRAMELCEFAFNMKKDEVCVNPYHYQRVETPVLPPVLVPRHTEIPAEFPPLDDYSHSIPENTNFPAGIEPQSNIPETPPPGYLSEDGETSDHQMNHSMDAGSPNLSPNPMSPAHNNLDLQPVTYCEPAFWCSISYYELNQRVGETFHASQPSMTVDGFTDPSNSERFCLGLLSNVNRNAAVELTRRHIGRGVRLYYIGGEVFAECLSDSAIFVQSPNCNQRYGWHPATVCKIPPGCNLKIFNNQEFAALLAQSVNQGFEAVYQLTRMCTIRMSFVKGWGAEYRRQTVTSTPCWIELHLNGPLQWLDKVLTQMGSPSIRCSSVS
Candida biofilm: kills Candida albicans biofilms. AID 834. 85,000 compounds, 0.14% hits. inhibition, % at 6 µM. C. albicans biofilm + clotrimazole, Alamar Blue;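 active = inhibition above 20%; inactive = inhibition below 20%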;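 also: preformed 24 hr biofilms exposed to compound for 48 hr; 0% = biofilm without compound and 100% = blank killed by clotrimazole plus chlorhexidine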
The depositor's hits bear a star; . = not tested or not shown; [ ] = remark or other dose. An excerpt; count on the stated rates, not on these rows.

SMILES	DAT uptake mod	F-actin modifier	IL1B cytotox	PTPN22 inh 2	VCAM1 TNFa inh	MT1-MMP txn act	HUVEC tox TNFa	Smad3 inh	Candida biofilm
O=C(c1ccccc1)C(Cn1cncn1)C(Sc1ccccc1)c1ccccc1 (stereo unspecified)	0.07	10	-1	-1	0	.	-18	.	.
Cc1ccc(CON=C2CCN(c3ncc(C(F)(F)F)cc3Cl)CC2)cc1	0.39	-18	-30	2	8	.	9	.	.
O=C(Oc1ccc(F)cc1C(=O)/C=C/c1cccs1)c1cccc([N+](=O)[O-])c1	-0.048	-1	60	6	-2	1.1	10	-4	-3
Cc1[nH]c(=O)[nH]c(=O)c1NC(=O)CSc1ncccc1-c1nc2ccccc2[nH]1	-1.3	-17	15	3	-12	1.2	-28	-4	6
Cn1c(=O)[nH]c(=O)c2c1nc(N1CCCC1)n2CCSc1nc2ccccc2[nH]1	-0.15	1	-8	-5	-20	.	-9	.	.
CSCCC(NC(N)=O)C(=O)NCc1ccccc1Cl (stereo unspecified)	-0.65	-2	2	3	0	1.3	3	-2	8
CCOc1ccc2nc(NC(=O)CS(=O)(=O)c3ccc(C)cc3)sc2c1	0.19	9	-2	-4	1	.	6	7	6
O=C1c2ccccc2C(=O)N1c1ccccc1S(=O)C(F)(F)F (stereo unspecified)	0.11	-26	-33	-4	3	1.2	-13	7	1
CC(C)OC(=O)CSc1nnc(-c2ccc(Cl)cc2Cl)n1N	0.078	.	-79	-16	-6	1.1	-34	4[fluorescence artefact?]	6
CCOc1ccc(CNC(=O)C2CCCN(S(C)(=O)=O)C2)cc1OC (stereo unspecified)	-1.2	.	-14	4	.	1.1	.	1	10
Cc1ccc(-n2ncc(-c3nnc(SCC(=O)NC4CCCC4)o3)c2N)cc1C	0.29	.	.	.	.	1.2	.	-6	2
CCN1CCN(CC(=O)c2c(C)n(C)c3ccc(OC)cc23)CC1	0.28	-35	-6	7	9	.	-11	.	.
CC(C)CNC(=O)c1c(N)n(/N=C/c2ccccn2)c2nc3ccccc3nc12	0.34	9	-63	-6	27	0.9	-5	4	3
COCCCNC(=O)C(Cc1ccccc1)NS(=O)(=O)c1ccc2c(c1)c(=O)n(C)c(=O)n2C (stereo unspecified)	0.12	.	.	.	.	1.2	.	7	8
O=C(C1CC1)N1CCc2cc(Br)cc(S(=O)(=O)NC3CCCCC3)c21	0.25	.	.	.	.	1.1	.	-7	0
c1cnc2ccc(C(c3nnnn3C3CCCCC3)N3CCN(C4CCCCC4)CC3)cc2c1 (stereo unspecified)	1	-5	-4	8	-8	1.2	-16	0	-1
COc1ccc(S(=O)(=O)CCC(=O)NCCc2ccc(S(N)(=O)=O)cc2)cc1	-0.38	.	.	.	.	1.2	.	1	7
COc1ccc(C(C)C)cc1S(=O)(=O)n1cnc(C)c1	-1.3	.	-7	7	-9	1.1	-52	-10	6
COc1ccc(C2=NCC(CSc3nnnn3C)S2)cc1 (stereo unspecified)	-0.26	14	-44	-3	-5	1.1	-5	12[fluorescence artefact?]	4
O=C(COc1ccccc1)Nc1nn[nH]n1	-1.9	-6	-8	-1	12	1.1	-18	15	2
O=C(c1ccco1)N1CCN(CC(=O)N(C2CCCCC2)C2CCS(=O)(=O)C2)CC1 (stereo unspecified)	0.14	-21	0	1	38	1.2	-2	-1	8
COc1ccc(Cl)cc1C(=O)n1nc(C)cc1C	-0.93	1	22	7	5	1.1	27	-12	-5
Cc1ccc(NC(=O)C2CCCN2C(=O)NC2CCCCC2)c(C)c1 (stereo unspecified)	-1.1	6	-28	-2	1	1.3	1	1	5
CCn1c2ccccc2c2cc(NS(=O)(=O)c3ccccc3C)ccc21	0.082	-61	-10	-12	13	.	3	.	.
Cc1ccc(Nc2cc(=O)oc3ccccc23)c(C)c1	-0.027	4	-24	3	-10	.	12	.	.
Cc1cc(OCC[N+]2(C)CCCCC2)nc2ccccc12	-1.2	7	-31	-13	1	1.1	-13	8	0
Cc1ccccc1-n1nc2c(c1NC(=O)c1ccc(S(=O)(=O)N(C)C)cc1)CSC2	-0.54	-22	12	0	-2	1.2	-9	5	5
CCCc1nc(N)c(C#N)c(-c2ccco2)c1CC	0.015	-24	-25	-2	21	1.2	5	-7	13
CCCCn1c(SCC(=O)Nc2cc(NC(=O)c3ccco3)ccc2C)nc2ccccc2c1=O	1.2	9	0	13	11	1.1	-11	-12	2
O=C(Cn1nnc2c(cnn2-c2ccc(F)cc2)c1=O)c1ccccc1F	-0.98	1	92*	-4	-6	1	.	-2	9
CCCC1C(C(=O)OCC)=C(C)NC(C)=C1C(=O)OCC	-0.43	-48	-19	-2	-7	1.1	-22	2	-5
COCCN(Cc1cc2cccc(C)c2[nH]c1=O)C(=O)c1ccccc1	0.76	-1	-18	1	20	1.1	6	-11	-2
C1CCCN(CCCCN2CCCCCC2)CC1	.	-17	-28	-1	-1	1.1	7	0	4
Cc1ccc(C)c(N2CCN(S(=O)(=O)c3ccc4c(c3)CCC(=O)N4)CC2)c1	-0.31	-1	-10	-4	5	1.1	-38	5	5
O=C(Nc1nccs1)C1CCCN(S(=O)(=O)c2cccnc2)C1 (stereo unspecified)	0.75	4	6	-10	9	1	11	-2	9
O=C(CSc1nnc(CNc2ccc(F)cc2)o1)OC1CCCCC1	0.6	18	-15	6	6	1.2	-18	-6	3
Cc1ccccc1CN(c1ccc(C(=O)Nc2ccccc2C(=O)N2CCCC2)cc1)S(C)(=O)=O	-0.39	-7	-105	-10	28	1.2	-23	-3	-1
COc1cc(Cn2ccnc2)c(OC)cc1Cn1ccnc1	0.21	71	-22	-2	-12	1.1	-29	3	-1
CCOC(=O)n1c(SCC(N)=O)nc2ccccc21	1.2	-4	-3	4	7	0.9	-13	-7	-2
O=C(O)CCc1ccc(-c2cccs2)n1NC(=O)c1ccc(Cl)cc1Cl	0.77	-12	1	-3	6	1	-5	-12	5

3 neighbouring compounds out of the list so far, quoted:
SMILES	DAT uptake mod	F-actin modifier	IL1B cytotox	PTPN22 inh 2	VCAM1 TNFa inh	MT1-MMP txn act	HUVEC tox TNFa	Smad3 inh	Candida biofilm
CCCC1C(C(=O)OCC)=C(C)NC(C)=C1C(=O)OCC	-0.43	-48	-19	-2	-7	1.1	-22	2	-5
COCCN(Cc1cc2cccc(C)c2[nH]c1=O)C(=O)c1ccccc1	0.76	-1	-18	1	20	1.1	6	-11	-2
C1CCCN(CCCCN2CCCCCC2)CC1	.	-17	-28	-1	-1	1.1	7	0	4

Going on with the list.
SMILES	DAT uptake mod	F-actin modifier	IL1B cytotox	PTPN22 inh 2	VCAM1 TNFa inh	MT1-MMP txn act	HUVEC tox TNFa	Smad3 inh	Candida biofilm
O=C(CN1CCC(n2nnc3cc(F)ccc32)CC1)NCCc1nc2ccccc2[nH]1	1.7	-20	-65	6	1	1.3	-13	-8	6
Clc1ccc(-c2nn3c(C4COc5ccccc5O4)nnc3s2)cc1 (stereo unspecified)	-0.059	18	-7	-5	12	1.4	-43	-17	-1
Cc1cc(C)cc(N(C(=O)CNC(=O)c2ccco2)C(C(=O)NC2CCCC2)c2cccnc2)c1 (stereo unspecified)	-1.1	.	.	.	.	1.1	.	-17	2
COc1ccc(-c2noc(Cc3ccccc3OC)n2)cc1	-0.1	.	15	-4	-22	1.4	-14	-3	7
N#Cc1c2n(c3c(=O)n(Cc4ccc(Cl)cc4)cnc13)CCCC2	0.43	66	26	1	-18	1.2	-2	-7	5
CC(C)(C)C1CCC(OCC(O)CN2CCN(c3ccccc3)CC2)CC1 (stereo unspecified)	0.37	16	-8	3	5	1.1	18	10	4
O=C(CSc1nnnn1-c1ccccc1)CC(=O)Nc1ccc(Cl)cc1	0.077	-3	-1	5	-22	1	-42	-7	.
Cc1ccc(NC(=O)C2CCCN(S(=O)(=O)c3c(C)noc3C)C2)nc1 (stereo unspecified)	-0.39	33	-4	3	-16	1.2	-3	.	.
Nc1ncncc1-c1ccc([N+](=O)[O-])cc1	-2.2	-14	4	-8	-7	.	9	.	.
CCOC(=O)c1nnc(-c2ccc(C)cc2)nc1Sc1ccc(Cl)cc1	-0.25	-2	-21	10	15	1.1	-23	1	0
COc1ccccc1C(=O)Nc1sc2c(c1C(=O)NCc1ccco1)CCCC2	0.93	0	.	19	-5	1	1	-19[fluorescence artefact?]	2
N#CCCSCc1ccc(OCC(=O)O)cc1	0.54	4	-36	1	20	1.1	-4	21[fluorescence artefact?]	4
O=C(O)c1ccc2c(c1)N(Cc1ccccc1F)C(=O)c1ccccc1S2=O (stereo unspecified)	0.031	2	-31	-9	10	1	-22	-5	4
COc1cc(NC(=O)c2cccs2)c(C(=O)OCC(=O)NCc2ccccc2)cc1OC	-0.22	8	-48	1	10	1	-14	-4	-6
COc1ccc(/C=C/C(=O)Nc2c(C)nn(C)c2C)cc1COc1ccc(Br)cc1	-1.1	5	-49	-16	-11	1	-8	1	2
Cc1onc(-c2ccccc2)c1C(=O)Nc1ccc2c(c1)OCO2	0.45	17	10	6	12	1.1	-19	5	9
CC1=NN(C(=O)Cc2ccccc2)C(O)(c2cccnc2)C1 (stereo unspecified)	1.2	25	-2	-6	19	.	-38	.	.
O=C1NCC(c2ccccc2)C1C(=O)N/N=C\c1ccc(-c2cccc(Cl)c2Cl)o1 (stereo unspecified)	0.46	-16	10	4	17	1.2	-4	7	1
COc1ccc2c(c1)CC/C(=C\C=C\c1ccccc1OC)C2=O	2.4	-3	-19	6	-14	1.3	-34	-20[fluorescence artefact?]	-3
CCc1ccccc1NC1=NCC(=O)N1Cc1ccc(OC)cc1	1.6	-29	8	-3	0	1	-14	16[fluorescence artefact?]	-1
Cc1cc(C)n(C(=O)CN2C(=O)CCC2=O)n1	-0.31	.	.	.	.	1.1	.	1	12
CCCCSc1nnc(CCC)n1N	0.77	12	14	12	9	1.2	24	5	10
COCC(C)NC(=O)NC(=O)c1ccc(Cl)cc1 (stereo unspecified)	-0.15	11	-38	-16	15	1.1	-7	7	7
CCCCc1ccc(-c2nc(NC(=O)C3C4CCC(O4)C3C(=O)O)sc2C)cc1 (stereo unspecified)	-0.32	-1	8	-14	-13	.	-8	.	.
COc1ccc(N(C(=O)c2cccc([N+](=O)[O-])c2)S(=O)(=O)c2ccc3c(c2)n(C)c(=O)n3C)cc1	0.65	-4	-9	2	5	.	.	.	.
CCOC(=O)c1sc(NC(=O)Cn2nnc3sc4c(c3c2=O)CCCC4)nc1C	0.88	-2	-19	-11	-8	.	-3	.	.
COCCNC(=O)C(=O)Nc1ccc(Br)cc1	-0.4	3	0	4	20	1.7	-11	-3	3
CCc1cc(OCCCSc2nc(C)cc(=O)[nH]2)ccc1Cl	0.42	13	8	5	-15	1.1	.	2	-1
Cc1cnc(NC(=O)CSc2nnc(CNc3ccc(F)cc3)n2CC2CCCO2)s1 (stereo unspecified)	.	-4	4	7	-24	1.2	12	9	7
CC1CCCN(c2nc3c(c(=O)[nH]c(=O)n3C)n2Cc2ccccc2Cl)C1 (stereo unspecified)	0.33	-1	-30	5	-4	1	9	.	.
CCOc1ccccc1NC(=O)CSc1nnnn1-c1ccc(C(=O)OC)cc1	-0.92	-18	-11	-6	12	1.2	6	-12	8
CC(C)NC(=O)c1cc(C(=O)c2cc(Cl)ccc2O)coc1=N	0.7	-22	-30	-8	6	1.1	-16	6	7
COc1ccc(C(=O)NCCCN2CCCC2=O)cc1	0.91	-23	20	-6	2	1.2	22	-11	1
Cc1ccc(C(C)C)c(OCCNC(=S)Nc2cccc3ccccc23)c1	0.72	-51	-6	0	-3	.	4	.	.
CCOc1ccc(S(=O)(=O)n2c(C)nc3ccccc32)cc1	0.46	-4	16	3	10	.	8	8	4
Cc1ccc2nc3c(cc(C(N)=S)c(=N)n3CCCOC(C)C)c(=O)n2c1	0.87	2	1	-2	10	1.1	-16	4	2
